Source: PubChem BioAssay
Hsp70 inhibitors – Hsp70 inhibitors, probe displacement, primary screen, biochemical, fluorescence polarization (AID 583) | Hsp70 fluorescence polarization probe displacement, mP; higher % means a stronger effect | displacement, % at 20 µM, or IC50 in µM where a hit was titrated | actives 0.06% (n = 140,000); in the data active = displacement above about 50%;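 note: plate controls were vehicle for no effect and reference ligand for full effect; a part of the inactive calls stands beside numbers as strong as those of hits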
MKP-3 inhibition – inhibition of rat DUSP6 enzyme activity – biochemical, in vitro, primary screen (AID 425); recombinant MKP-3 phosphatase activity, fluorescence; higher % means a stronger effect; inhibition, % at 20 µM, or IC50 in µM where a hit was titrated; actives 0.17% (n = 110,000); in the data active = inhibition above about 50%;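 note: plate controls were vehicle for no effect and reference inhibitor for full effect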
* hit, by the source's call; / = not tested or not shown; & = joins results of further samples.

SMILES	Hsp70 inhibitors	MKP-3 inhibition
COC(=O)N/C(C)=C1/NC(=O)c2ccccc2C(c2ccccc2)N1 (configuration not stated)	3.7%	-1%
CCNc1cccc2c1C(=O)N(C)C2=O	108%	-10%
CCn1cc(C(=O)NCc2ccc3c(c2)OCO3)c2cc(OC)c(OC)cc2c1=O	2.7%	10%
Cn1cc(S(=O)(=O)N2CCC(Cc3ccccc3)CC2)c(=O)n(C)c1=O	/	0%
COc1ccc2c3c(c(=O)oc2c1OCC(N)=O)CCCC3	4.6%	3%
CC(=O)COc1ccc2c3c(c(=O)oc2c1C)CCC3	-2.5%	4%
CN(C)c1nc(SCCOC(=O)COc2ccc(Cl)cc2Cl)nc(N(C)C)n1	3.5%	0%
COP(=O)(OC)C(Nc1cccc(C(F)(F)F)c1)c1ccc(Cl)cc1 (configuration not stated)	-0.4%	1%
COc1ccc(NC(=O)C(=O)NCc2ccco2)cc1Cl	-8.1%	-3%
CCOc1ccccc1N(CC)C(=O)Cn1ncc2c(=O)oc3ccccc3c21	-4.5%	4%
Cc1cc2occ(CC(=O)NC3=NCCS3)c2cc1C(C)C	-2.8%	-5%
COc1ccc(C2/C(=C(\O)c3ccc(Cl)cc3)C(=O)C(=O)N2CCCCCC(=O)O)cc1OC (configuration not stated)	-3.2%	3%
Cc1cc(NC(=O)CN2CCN(c3ccc(O)cc3)CC2)no1	-3.3%	/
CCN=C1SC(C(=O)NCCc2ccccc2)CC(=O)N1CC (configuration not stated)	-1.4%	1%
O=C(NCCCn1ccnc1)c1ccc([N+](=O)[O-])cc1Cl	1.5%	0%
CC1=NN(c2cccc(C(=O)O)c2)C(=O)/C1=C\c1ccc(-c2ccc(C)cc2[N+](=O)[O-])o1	10%	4%
O=C(OCC(=O)N1CCN(c2ccccc2)CC1)c1ccc2ccccc2n1	-1.1%	/
O=C1c2ccccc2C(=O)N1CCCCN(C(=O)Nc1ccc([N+](=O)[O-])cc1)c1ccc(Cl)cc1	-1.7%	4%
CC(=O)Nc1ccc(N2C(=O)C3C4CC(=O)C(c5ccccc54)C3C2=O)cc1 (configuration not stated)	-2.5%	-3%
CCOc1ccccc1N(CC(=O)NC1CCCCC1)S(C)(=O)=O	6.7%	-10%
O=C1C2C3C=CC(C3=C(c3ccccc3)c3ccccc3)C2C(=O)N1CCO (configuration not stated)	-2.3%	/
O=C(Nc1cccc(NC(=O)c2ccc(-c3ccc(Br)cc3)o2)c1)c1ccccc1	-3.0%	/
O=C(c1ccccc1F)N1CCN(c2cc(N3CCCC3)c(F)cc2[N+](=O)[O-])CC1	-0.1%	5%
O=C(NCCSc1ccccc1)c1cccnc1	5.5%	-7%
O=C(c1cccc(F)c1)N1CCN(S(=O)(=O)c2ccccc2)CC1	2.2%	-13%
O=C(CCN1CCCCC1)Nn1c(=S)[nH]c2ccccc2c1=O	-1.3%	4%
COc1ccc(-c2cc(C(F)(F)F)nc(SCC(=O)Nc3cc(C)on3)n2)cc1	-0.8%	6%
O=C(Nc1nccs1)c1cc2sccc2n1Cc1ccc(F)cc1	0.9%	8%
N#C/C(=C\c1cccc(Cl)c1)c1nc2ccccc2[nH]1	1.5%	3%
Cc1cc2nc(-c3ccc(SCC(=O)N4CCN(C(=O)c5ccco5)CC4)nc3)[nH]c2cc1C	2.5%	0%
O=C(C1CCCN1S(=O)(=O)c1cccc2cccnc12)N1CCn2c1nc1ccccc12 (configuration not stated)	/	-4%
CN(C)S(=O)(=O)c1ccc(C(=O)NCCOc2ccc(F)cc2)cc1	-2.8%	/
CC(C)C(=O)Nc1ccc2oc(-c3cc(I)ccc3Cl)nc2c1	-2.7%	-12%
Cc1ccnc(NS(=O)(=O)c2ccc(NC(=O)c3c(-c4ccccc4)noc3C)cc2)n1	5.2%	0%
O=C(NCc1ccco1)c1cc2nc(C3CC3)cc(C(F)(F)F)n2n1	2.0%	2%
CCN1C(=O)N(CC)C2C1N(C(C)=O)C(=O)N2C(C)=O (configuration not stated)	3.0%	-1%
O=C(O)CCC(=O)Nc1cc(NC(=O)CCC(=O)O)cc(C(=O)O)c1	5.8%	3%
Cc1cc(C(F)(F)F)nn1CC(=O)NCc1ccccc1	13%	-2%
Cc1cc(=O)n2c(nc3ccccc32)[nH]1	1.9%	/
CCc1ccc(Nc2cc(=O)n(C3CCCCC3)c(=O)[nH]2)cc1	1.2%	-6%
CCOC(=O)c1cccc(N2C(=O)C3C(C(=O)NC4CC4)C4(C)C=CC3(O4)C2C(=O)NC(C)(C)C)c1 (configuration not stated)	1.2%	3%
COc1ccc(C(=O)Nc2nc(-c3cccs3)c(NC(C)=O)s2)cc1	-1.6%	/
CCCC(C)C(=O)Nc1cccc(NC(C)=O)c1 (configuration not stated)	8.7%	-13%
CCOC(=O)c1c(C)[nH]c(C(=O)CSc2nnnn2-c2ccc(C)cc2)c1C	-6.7%	-10%
O=C(Nc1nc(-c2ccco2)c(-c2ccco2)s1)C1CC(=O)N(c2ccc3c(c2)OCCO3)C1 (configuration not stated)	0.2%	9%
O=C1c2ccccc2C(=O)c2c1cc(NC1CCCCC1)c1nsnc21	-1.3%	1%
CCOC(=O)c1ccc(N2NC(=O)/C(=C/c3cccc(OC)c3O)C2=O)cc1	4.0%	-2%
CCN(CC)C(=O)C12CC3CC(C1)CC(C(=O)N(CC)CC)(C3)C2	4.1%	0%
CC1(C)Cc2nc3sc(C(=O)NCCO)c(N)c3cc2CO1	-3.4%	/
CCOc1ccc(N2CC(C(=O)Nc3ccc(S(=O)(=O)N4CCOCC4)cc3)CC2=O)cc1 (configuration not stated)	-4.8%	-9%
C=CCNC(=O)c1ccc(Cn2c(=S)[nH]c3cc4c(cc3c2=O)OCO4)cc1	2.3%	/
Cc1ccc2[nH]c3c(=O)n(CCC4=CCCCC4)cnc3c2c1	12%	/
COc1ccc(C(=O)Nc2c3c(nn2-c2cccc(Cl)c2)CS(=O)C3)cc1 (configuration not stated)	4.3%	0%
Cc1ccc(NC(=O)C2CC(=O)N(c3ccc(Br)cc3)C2)c(C)c1 (configuration not stated)	-1.8%	2%
COC(=O)c1cccc(CSc2nnc(C)s2)c1	12%	-2%
Cc1c(C(=O)N2CCOCC2)sc2nc(-c3ccccc3)cn12	3.6%	-3%
C=CCn1c(C)cc(C(=O)CSc2nnc(NCc3ccccc3)s2)c1C	4.1%	-7%
O=C(/C=C/c1cccc([N+](=O)[O-])c1)Nc1cccc(NC(=O)c2ccccc2Cl)c1	-7.6%	5%
CC(C)c1cc(CN2CCN(CCC#N)CC2)cc(C(C)C)c1O	-4.6%	3%
CS(=O)(=O)Nc1ccc(C(=O)N2CCCC2)cc1	2.8%	/
(more compounds)
SMILES	Hsp70 inhibitors	MKP-3 inhibition
c1ccc(N(c2ccccc2)c2nc(N3CCOCC3)nc(N3CCOCC3)n2)cc1	-2.9%	-6%
COc1ccc(Br)cc1/C=C/C(=O)Nc1ccc(Cl)cc1	4.4%	5%
CC(C)C[C@H](NC(=O)[C@@H]1O[C@H]1C(=O)O)C(=O)NCCCCN=C(N)N	-1.4%	0%
CC(=O)Nc1ccccc1NC(=O)COc1ccccc1C	4.0%	-2%
CCOC(=O)N1CCN(C(=O)C(NC(=O)c2ccc(CC)cc2)C(C)C)CC1 (configuration not stated)	-5.5%	-9%
COc1ccccc1C1CC(c2c(-c3ccccc3)c3cc(Br)ccc3[nH]c2=O)=NO1 (configuration not stated)	2.2%	-2%
CCOC(=O)c1c(C)[nH]c(C(=O)COC(=O)CSC)c1C	3.3%	/
COc1ccc(OC)c(NC(=O)C23CCC(C)(C(=O)C2)C3(C)C)c1 (configuration not stated)	-0.6%	1%
O=C(Nc1nc2ccccc2s1)C1CCCCC1	5.6%	-1%
CCn1c(SCC(=O)Nc2cccc(F)c2)nc2c(c1=O)SC(C)C2 (configuration not stated)	-0.7%	-9%
Cc1cc(N(C)C)cc(C)[n+]1[O-]	0.1%	-4%
CCC(CC)C(=O)Nc1nc2ccc(Cl)cc2s1	3.1%	-2%
CC(C)CCOc1cccc(OCC(=O)N(C)C2CCS(=O)(=O)C2)c1 (configuration not stated)	3.1%	1%
CNC(=O)c1cc(S(=O)(=O)N(C)C)ccc1Cl	-1.9%	0%
Cc1ccc2c(c1)N1C(=O)c3ccccc3C1C1=C(CC(C)(C)CC1=O)N2 (configuration not stated)	-0.8%&2.9%	2%
O=c1cc(-c2ccccc2)nc2nc(CCc3ccccc3)[nH]n12	3.0%	-3%
Cc1ccc2oc(-c3cc(NC(=O)/C=C/c4ccccc4)ccc3O)nc2c1	-2.1%	-3%
CC(C)C(=O)Nc1ccc(O)c(-c2nc3cc(Cl)ccc3o2)c1	-12%	4%
CCOC(=O)C(C#N)C(=S)Nc1ccccc1 (configuration not stated)	2.9%	-6%
CCN(CCNS(=O)(=O)c1ccc2c(c1)oc(=O)n2C)c1ccccc1	-0.1%	0%
CCCNc1cc(C)c(C#N)c2nc3ccccc3n12	2.5%	/
O=C(NNS(=O)(=O)c1ccc(Br)cc1)c1ccncc1	6.0%	3%
N#CSC(C#N)Cc1ccc([N+](=O)[O-])cc1 (configuration not stated)	2.9%	5%
COc1ccc(-c2nc3ccccc3nc2N2CCCCC2)cc1	1.5%	2%
O=C1NCC(COCc2ccccc2)O1 (configuration not stated)	-1.9%	-7%
CCOC(=O)c1c(NS(=O)(=O)c2ccc(Br)cc2)sc2c1CCC2	-5.7%	/
COCCn1c(C)cc(C(=O)CSc2n[nH]c(N)n2)c1C	1.0%	-12%
CC(C)NC(=O)C1CCN(C(=O)c2cc3sccc3n2Cc2ccc(F)cc2)CC1	-0.5%	5%
CCn1nnnc1SCC(=O)c1cc(OC)ccc1OC	9.0%	-11%
COc1ccc(-c2cc(C(F)(F)F)n3nc(C(=O)Nc4ccccc4C(F)(F)F)cc3n2)cc1	5.5%	0%
O=C(NC1CCCCC1)C(c1ccc(F)cc1)N(Cc1ccc2c(c1)OCO2)C(=O)c1cnsn1 (configuration not stated)	-1.6%	/
COC(=O)c1cc(Br)c(=O)n(-c2ccc(F)cc2)c1	3.5%	/
Cc1cccc(N2C(=O)/C(=C/c3ccco3)SC2=S)c1C	-4.9%	4%
c1ccc(-c2ccccn2)nc1	-3.0%	/
N/C(=N/OC(=O)c1ccccc1I)c1nonc1N	1.2%	3%
COc1ccc(/C=C/C(=O)NC2CCCCCC2)cc1OC	-2.0%	0%

Compound profiles (already shown).
`CCn1nnnc1SCC(=O)c1cc(OC)ccc1OC` is entered as Hsp70 inhibitors: 9.0%; MKP-3 inhibition: -11%
`COCCn1c(C)cc(C(=O)CSc2n[nH]c(N)n2)c1C` is entered as Hsp70 inhibitors: 1.0%; MKP-3 inhibition: -12%

The list continues.
SMILES	Hsp70 inhibitors	MKP-3 inhibition
Cc1nnc(NC(=O)COc2ccccc2)s1	2.6%&2.4%	1%
CCOC(=O)c1ccc(NC(=O)C2CC2)cc1	2.6%	-14%
c1cn(CCCNc2ncnc3sc4c(c23)CCC4)cn1	6.6%	-6%
CCN(c1ccccc1)c1cc(C)nc2ncnn12	5.7%	3%
CCOc1ccccc1NC(=O)c1c(N)sc2c1CCC(C)C2 (configuration not stated)	-3.6%	6%
Cc1csc2nc(CNC(=O)c3cccc(C(F)(F)F)c3)cn12	-4.1%	3%
Cc1ccc(N2C(=O)C3C4CCC(O4)C3C2=O)nc1 (configuration not stated)	5.9%	2%
CC(=O)NNC(=O)c1ccccc1[N+](=O)[O-]	4.7%	2%
CCOc1ccc(C2CC(=O)NC(SCC(=O)OC)=C2C#N)cc1 (configuration not stated)	/	-3%
COc1ccc(Cc2nnc(SCC(=O)c3ccccc3)o2)cc1	9.3%	-2%
COc1ccc(C(=O)OCCNC(=O)c2c(Cl)nc3ccccn23)cc1	6.7%	-6%
C=C(C)Cc1c(C)nc(-c2ccccc2)[nH]c1=O	2.1%	4%

Part of the list above in a different format.
The line under a structure holds: Hsp70 inhibitors	MKP-3 inhibition
> Cc1cccc(N2C(=O)/C(=C/c3ccco3)SC2=S)c1C
→ -4.9%	4%
> c1ccc(-c2ccccn2)nc1
→ -3.0%	/
> N/C(=N/OC(=O)c1ccccc1I)c1nonc1N
→ 1.2%	3%
> COc1ccc(/C=C/C(=O)NC2CCCCCC2)cc1OC
→ -2.0%	0%
> Cc1nnc(NC(=O)COc2ccccc2)s1
→ 2.6%&2.4%	1%
> CCOC(=O)c1ccc(NC(=O)C2CC2)cc1
→ 2.6%	-14%
> c1cn(CCCNc2ncnc3sc4c(c23)CCC4)cn1
→ 6.6%	-6%
> CCN(c1ccccc1)c1cc(C)nc2ncnn12
→ 5.7%	3%
> CCOc1ccccc1NC(=O)c1c(N)sc2c1CCC(C)C2 (configuration not stated)
→ -3.6%	6%
> Cc1csc2nc(CNC(=O)c3cccc(C(F)(F)F)c3)cn12
→ -4.1%	3%
> Cc1ccc(N2C(=O)C3C4CCC(O4)C3C2=O)nc1 (configuration not stated)
→ 5.9%	2%
> CC(=O)NNC(=O)c1ccccc1[N+](=O)[O-]
→ 4.7%	2%
> CCOc1ccc(C2CC(=O)NC(SCC(=O)OC)=C2C#N)cc1 (configuration not stated)
→ /	-3%
> COc1ccc(Cc2nnc(SCC(=O)c3ccccc3)o2)cc1
→ 9.3%	-2%
> COc1ccc(C(=O)OCCNC(=O)c2c(Cl)nc3ccccn23)cc1
→ 6.7%	-6%
> C=C(C)Cc1c(C)nc(-c2ccccc2)[nH]c1=O
→ 2.1%	4%

Following part
SMILES	Hsp70 inhibitors	MKP-3 inhibition
Cn1c(N)c(C(=O)COC(=O)C2(c3ccc(Cl)cc3)CCCC2)c(=O)n(C)c1=O	0.4%	/
CC(c1ccco1)N(C(=O)COc1ccccc1[N+](=O)[O-])c1ccccn1 (configuration not stated)	2.4%	/
O=C(c1ccc(S(=O)(=O)N2CCCCCC2)cc1)N1CCN(c2ccccn2)CC1	2.2%	-2%
COCC(C)n1c(C)cc(C(=O)COC(=O)c2ccc(N3CCCC3=O)cc2)c1C (configuration not stated)	-4.3%	-10%
CCOC(=O)c1c(C)n(C)c2ccc(O)c(CN3CCN(C)CC3)c12	3.1%	-5%
Cc1ccccc1N1C(=O)/C(=C/c2cc(C)n(-c3cccnc3)c2C)C(=O)NC1=S	-3.5%	-2%

Only part of the results is shown; the hit share may differ from the screen's.
